Screening results from PubChem.
aGal spleen mod = inhibitors or activators of human alpha-galactosidase in spleen homogenate; AID 2107; Potency, µM (doses to about 80 µM), inactives show at the top dose activity change, negative = inhibition, actives largely listed as inhibitors; P06280; hit rate 0.008% among 240,000; human spleen homogenate, 4MU-alpha-Gal fluorescence, 40 min;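 also: 0% = enzyme with vehicle and -100% = no enzyme basal signal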
Target sequence (P06280 32-429 limits assumed): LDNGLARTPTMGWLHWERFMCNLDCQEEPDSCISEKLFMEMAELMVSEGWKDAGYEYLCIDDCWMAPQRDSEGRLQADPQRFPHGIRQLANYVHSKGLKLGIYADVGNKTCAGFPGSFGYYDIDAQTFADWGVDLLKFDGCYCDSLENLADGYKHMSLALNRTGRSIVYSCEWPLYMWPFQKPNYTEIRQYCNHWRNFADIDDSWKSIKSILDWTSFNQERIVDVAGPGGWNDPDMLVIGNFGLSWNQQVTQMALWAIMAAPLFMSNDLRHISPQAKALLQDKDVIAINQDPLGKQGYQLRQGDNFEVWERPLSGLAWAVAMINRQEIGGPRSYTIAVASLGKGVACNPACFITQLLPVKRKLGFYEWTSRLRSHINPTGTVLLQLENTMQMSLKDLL
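Inhibition or activation of alpha-galactosidase in human spleen homogenate is scored by 4-MU fluorescence after 40 min at 37C, pH 5.0, with 1 mM substrate. AC50s come from concentration-response fitted to the Hill equation.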
GAA inh = inhibitors of human lysosomal alpha-glucosidase | hit rate 0.005% among 200,000 | Potency, µM (titrated, usually from 76.9 µM), inactives show at the highest dose activity change, negative = inhibition, actives largely listed as inhibitors | AID 1466 | purified human GAA, 4-MU-alpha-glucoside fluorescence | P10253;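 also: plate controls were uninhibited enzyme wells for no effect and no-enzyme background for full effect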
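Human alpha-glucosidase, 4 nM, pre-mixed with test compounds before 400 uM 4-methylumbelliferyl substrate; 20 min room temperature at pH 5.0. Fluorescence read after pH 10 stop; AC50 values from Hill-equation fits.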
GAA spleen mod = inhibits or activates alpha-glucosidase in human spleen homogenate; hit rate 0.006% among 240,000; Potency, µM (series often up to 79.9 µM), inactives show top-dose activity change, negative = inhibition, actives largely listed as inhibitors; P10253; AID 2112; human spleen homogenate, 4-MU-alpha-glucoside fluorescence;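 also: 0% = enzyme with vehicle and -100% = no enzyme basal signal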
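Human spleen homogenate (1 ug) with 4-methylumbelliferyl-alpha-D-glucopyranoside (1 mM final) in 50 mM citrate/phosphate pH 5.0, 0.01% Tween-20; 40 min at 37 C. Stopped at pH 10; 4-MU fluorescence Ex 365/Em 440 nm; AC50 by Hill fit.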
GAA glycogen mod = inhibitors or activators of human alpha-glucosidase glycogen cleavage | AID 2100 | Potency, µM (series often up to 76.4 µM), inactives show at the top dose activity change, negative = inhibition, usual class: inhibitors | P10253 | recombinant GAA, glycogen substrate, Amplex Red glucose oxidase fluorescence | hit rate 0.38% among 300,000;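 also: 0% = full enzyme reaction and -100% = no-enzyme basal signal; the screen sought inhibitors and activators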
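qHTS, 1536-well; enzyme 4 nM final; cpd up to 77 uM; substrate bovine liver glycogen 30 ug; 50 mM citrate/phosphate pH 5.0, 0.01% Tween-20; 37 C, 40 min; Amplex Red detection 45 min RT; Hill fit → AC50.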
RGS12 GoLoco inh = RGS12 GoLoco-Gai1 interaction inhibition; Gai1:RGS12 GoLoco peptide FP, rhodamine, 10 min; Potency, µM (doses to about 61.6 µM), for inactives: top-dose activity, negative = inhibition, most hits filed as inhibitors; hit rate 0.44% among 230,000; P63096; AID 880; active = well fitted inhibition curve with a large enough effect, not every such curve was filed as active; inactive = no such curve, though single readings can be large or run the other way; also: % is scaled to controls: 0 for no effect and ±100 for the full control effect; nearly all actives have a fitted effect of over 30% in size; many of its hits are not listed in these tables
SMN2 splice enh = SMN2 splice variant enhancement; Potency, µM (series often up to 46.1 µM), without a hit: top-dose activity change, positive = activation, usual class: activators; hit rate 2.8% among 210,000; HEK293 SMN2-luciferase splicing reporter, luminescence, 30-36 h; AID 1458; also: % of control where 0% means no effect; nearly all actives have a fitted effect of over 55% in size
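qHTS luciferase splicing reporter: luminescence rises when SMN2 exon 7 is included in transfected HEK293 cells. Compound exposure lasted 30-36 h at 37C, with 4.5 mM final sodium butyrate as control, followed by a ONE-Glo read.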
ALDH1A1 block = ALDH1A1 (human) enzyme inhibition; Potency, µM (titrated, usually from 75.3 µM), without a hit: top-dose activity, negative = inhibition, most hits filed as inhibitors; Purified ALDH1A1, NADH fluorescence, propionaldehyde substrate; P00352; AID 1030; hit rate 7.3% among 220,000; active = well fitted inhibition curve with a large enough effect, not every such curve was filed as active; inconclusive = small, poorly fitted or top-dose-only effect, or another doubt; inactive = no such curve, though single readings can be large or run the other way;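 also: plate controls were no enzyme wells and a reference inhibitor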
Target sequence (P00352 whole entry, looked up): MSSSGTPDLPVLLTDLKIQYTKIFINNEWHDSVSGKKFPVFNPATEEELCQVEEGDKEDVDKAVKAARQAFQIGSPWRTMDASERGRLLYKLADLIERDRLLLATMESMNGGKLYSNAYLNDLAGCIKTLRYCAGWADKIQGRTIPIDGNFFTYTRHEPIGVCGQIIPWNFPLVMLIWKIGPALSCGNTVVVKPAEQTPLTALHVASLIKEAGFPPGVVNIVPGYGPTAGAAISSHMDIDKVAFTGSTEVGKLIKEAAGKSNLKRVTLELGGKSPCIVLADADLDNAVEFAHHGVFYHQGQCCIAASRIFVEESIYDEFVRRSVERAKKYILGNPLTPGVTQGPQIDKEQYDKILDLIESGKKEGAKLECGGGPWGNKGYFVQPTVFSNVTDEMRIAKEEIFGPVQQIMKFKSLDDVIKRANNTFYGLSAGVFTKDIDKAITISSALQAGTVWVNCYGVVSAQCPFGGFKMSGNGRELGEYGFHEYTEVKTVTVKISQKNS
KDM4E inh = inhibitors of human JMJD2E histone demethylase; Potency, µM (doses to about 57.1 µM), without a hit: at the highest dose activity change, negative = inhibition, most hits filed as inhibitors; JMJD2E catalytic domain, FDH-coupled NADH fluorescence (FDH is formaldehyde dehydrogenase); hit rate 1.6% among 230,000; AID 2147; B2RXH2; active = well fitted inhibition curve with a large enough effect, not every such curve was filed as active; inconclusive = small, poorly fitted or top-dose-only effect, or another doubt; inactive = no such curve, though single readings can be large or run the other way;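 also: 0% = wells with enzyme and -100% = buffer wells without enzyme; nearly all actives have a fitted effect of over 50% in size; many of its hits are not listed in these tables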
* hit, by the source's call; ? = inconclusive; nt = not tested or not shown; [ ] = remark or other dose. Unless noted, calls follow the shape of the dose curve; as a rule, active = well fitted curve in the direction sought with a large enough effect; inconclusive = small, poorly fitted or top-dose-only effect, or another doubt; inactive = no such curve, though single readings can be large; an effect the other way counts as inactive or inconclusive. Potency is read from the fitted curve at half-maximal effect. An excerpt. The share of hits here may be higher or lower than overall.

1) CCCCCCC=O
2) CCCC12CN3CC(C)(CN(C1)C31CCCCC1)C2=O
3) CCCn1c(Cc2ccccc2)nnc1SCC(=O)N1CCOCC1
4) Cc1ccc(/C=C/c2ccc(=O)n(Cc3ccc(Cl)cc3Cl)n2)cc1
5) C=CCNC(=O)c1ccccc1NC(=O)C1COc2ccccc2O1 (stereo not given)
6) CN(C)C(=O)c1ccc(-c2cc(C(F)(F)F)nn2C)s1

assay / entry	1	2	3	4	5	6
aGal spleen mod	-3%	-2%	-7%	0%	4%	6%
GAA inh	nt	-9%	-1%	-9%	12%	-4%
GAA spleen mod	-8%	-15%	-5%	-7%	0%	-1%
GAA glycogen mod	nt	4%	0%	1%	3%	0%
RGS12 GoLoco inh	-18%	-12%	-3%	-10%	220%[activator]	8%
SMN2 splice enh	-2%	3%	-16%	-13%	nt	nt
ALDH1A1 block	-9%	2%	2%	?	0%	0%
KDM4E inh	nt	1%	-4%	?	12%	1%

7) O=C(CC1C(=O)NCCN1CC1CCCCC1)NCc1ccccc1Cl (stereo not given)
8) O=C(Nc1ccccc1)c1cccc(Cn2cc(C(F)(F)F)ccc2=O)c1
9) O=C(Oc1ccccc1)c1cccc(N2C(=O)CCC2=O)c1
10) COc1ccc(C(=O)NCC23C=CC(O2)C2C(=O)N(Cc4ccccc4)C(=O)C23)cc1 (stereo not given)
11) O=C(NCCCN1CCOCC1)c1cc2c(s1)CSC2
12) COc1ccc2c(CSc3nc4nc(C)cc(C)n4n3)cc(=O)oc2c1

assay / entry	7	8	9	10	11	12
aGal spleen mod	0%	1%	1%	-6%	-2%	7%
GAA inh	12%	-5%	1%	-6%	-1%	0%
GAA spleen mod	-10%	1%	1%	-10%	-8%	3%
GAA glycogen mod	0%	0%	4%	4%	6%	-3%
RGS12 GoLoco inh	8%	34%[activator]	6%	-19%	10%	0%
SMN2 splice enh	-2%	nt	-7%	-32%[inhibitor]	14%	1%
ALDH1A1 block	?	3%	1%	7.9µM*	-5%	-5%
KDM4E inh	-8%	4%	7%	8%	?	-66%[25.5 µM]

Of the compounds above, these contain four or more nitrogen atoms:
3) CCCn1c(Cc2ccccc2)nnc1SCC(=O)N1CCOCC1
12) COc1ccc2c(CSc3nc4nc(C)cc(C)n4n3)cc(=O)oc2c1

assay / entry	3	12
aGal spleen mod	-7%	7%
GAA inh	-1%	0%
GAA spleen mod	-5%	3%
GAA glycogen mod	0%	-3%
RGS12 GoLoco inh	-3%	0%
SMN2 splice enh	-16%	1%
ALDH1A1 block	2%	-5%
KDM4E inh	-4%	-66%[25.5 µM]

Returning to the listing, starting 2 compounds before the break.
11) O=C(NCCCN1CCOCC1)c1cc2c(s1)CSC2
12) COc1ccc2c(CSc3nc4nc(C)cc(C)n4n3)cc(=O)oc2c1
13) CC1CCCC(NC(=O)C2CCN(S(=O)(=O)N3CCOCC3)CC2)C1C (stereo not given)
14) COc1ccc(C2=NN(c3nc4ccccc4s3)C(=O)C2)cc1
15) CCn1c(SCC(=O)C(C)(C)C)nnc1-c1cnccn1
16) CCOc1ccc(NC(=O)CCSc2ccc3ccccc3n2)cc1
17) C/C(=N\Nc1nc(-c2ccc(C)cc2)nc2ccccc12)c1ccc([N+](=O)[O-])cc1
18) O=C(Cc1ccccc1)Nc1cccc([N+](=O)[O-])c1

assay / entry	11	12	13	14	15	16	17	18
aGal spleen mod	-2%	7%	-7%	2%	10%	3%	8%	3%
GAA inh	-1%	0%	1%	?	0%	3%	-8%	2%
GAA spleen mod	-8%	3%	0%	-4%	1%	-2%	-1%	-4%
GAA glycogen mod	6%	-3%	1%	-15%	3%	-4%	-6%	5%
RGS12 GoLoco inh	10%	0%	6%	16%	-2%	-5%	-1%	7%
SMN2 splice enh	14%	1%	-1%	nt	-12%	-3%	-20%	-23%
ALDH1A1 block	-5%	-5%	-8%	4%	?	-12%	-3%	-17%
KDM4E inh	?	-66%[25.5 µM]	10%	-5%	-9%	-2%	-1%	-1%

19) CCOC(=O)NC1(C(F)(F)F)NC(=O)N(Cc2ccco2)C1=O (stereo not given)
20) COc1ccc(/C=N/Nc2nc(Nc3ccccc3)nc(N3CCCCC3)n2)cc1OC
21) CCCc1nc2c(c(=O)c3ccccc3n2C)c(=O)n1C1CCCCCC1
22) Cc1nc(NC2=NCN(CCCN3CCOCC3)CN2)nc2c(C)cccc12
23) c1ccc2c(c1)NC1(CCCC1)n1c-2nc2ccccc21
24) COc1ccc(CNC(=O)CN(c2ccc(OC)cc2)S(=O)(=O)c2c(C)nn(C)c2C)cc1

assay / entry	19	20	21	22	23	24
aGal spleen mod	8%	8%	-4%	-3%	?	2%
GAA inh	-1%	-21%	-7%	5%	?	-4%
GAA spleen mod	-1%	-23%	-23%	-14%	24%	-1%
GAA glycogen mod	2%	-7%	13%	0%	-25%	1%
RGS12 GoLoco inh	-1%	1%	15%	1%	11%	-1%
SMN2 splice enh	?	19%	-23%	-29%	11%	-26%
ALDH1A1 block	3%	?	?	0%	?	-7%
KDM4E inh	-1%	-4%	5%	-14%	?	4%

25) CCN(CC)S(=O)(=O)c1cccc(NC(=O)COC(=O)c2cccs2)c1
26) CC(=O)COc1cc(C)cc2oc(=O)c(C)c(C)c12
27) COc1ccc(SCCC(=O)NCc2ccncc2)cc1
28) Cc1ccc(OCc2nc(C#N)c(NCCCn3ccnc3)o2)cc1
29) CCOc1ccc(C(C)=O)cc1COC(=O)c1cnc(Cl)c(Cl)c1
30) COc1cccc(C(=O)NCC2(c3ccccc3)CCCC2)c1

assay / entry	25	26	27	28	29	30
aGal spleen mod	-1%	5%	8%	-2%	4%	-7%
GAA inh	1%	-5%	-10%[15.4 µM]	?	-1%	12%
GAA spleen mod	3%	-1%	-2%	1%	-3%	-1%
GAA glycogen mod	-3%	1%	1%	-2%	3%	14%
RGS12 GoLoco inh	-3%	-2%	-14%	nt	3%	9%
SMN2 splice enh	-4%	0%	nt	nt	-4%	nt
ALDH1A1 block	?	?	8%	?	0.71µM*	?
KDM4E inh	7%	?	-6%	?	-1%	-10%

31) CC(NC(=O)OCc1ccccc1)C(=O)N1CC(O)CC1C(=O)O (stereo not given)
32) c1ccc(-n2nnc3cnccc32)cc1
33) COc1ccccc1N(CC(=O)NC(C)(C)C)C(=O)C1CSC(=O)C1 (stereo not given)
34) N/C(=N\OC(=O)CCCOc1ccccc1)c1ccc([N+](=O)[O-])cc1
35) CC(C)Oc1ccc(CNC(=O)CC(c2ccccc2)c2cc(Cl)ccc2O)cc1 (stereo not given)
36) O=S(=O)([N-]c1nc2ccccc2nc1-[n+]1ccccc1)c1ccc(Cl)cc1

assay / entry	31	32	33	34	35	36
aGal spleen mod	6%	0%	-1%	2%	-6%	2%
GAA inh	-6%	0%	11%	-3%	9%	8%
GAA spleen mod	-1%	-4%	2%	6%	-7%	-6%
GAA glycogen mod	6%	1%	4%	13%	-8%	3%
RGS12 GoLoco inh	15%	40%[activator]	6%	-10%	6%	0%
SMN2 splice enh	-7%	-5%	2%	7%	-11%	20%
ALDH1A1 block	3%	1.3µM*	9%	9%	-1%	?
KDM4E inh	5%	-12%	-3%	-3%	-5%	-3%

37) COCc1cc(C)n(CC(=O)NCc2ccccc2)c(=O)c1C#N
38) Cc1ccc2nc(N(CCCN(C)C)C(=O)c3ccc(Br)s3)sc2c1
39) O=C(CCN1C(=O)c2ccccc2C1=O)Nc1ccc2c(c1)OCCO2
40) Cc1ccc2c(c1)N(S(=O)(=O)c1ccc(F)cc1)C(C(C)(C)C)CO2 (stereo not given)
41) CCCn1c(=O)c(C(=O)OCC)c(O)c2cc(Br)ccc21
42) O=C(O)COc1ccc(Br)cc1/C=C1/SC(=O)N(CC(=O)N2CCCC2)C1=O

assay / entry	37	38	39	40	41	42
aGal spleen mod	11%	1%	6%	4%	-3%	-13%
GAA inh	14%	-6%	1%	4%	4%	-15%
GAA spleen mod	2%	-2%	-1%	-3%	-5%	-11%
GAA glycogen mod	-4%	14%	4%	1%	-4%	3%
RGS12 GoLoco inh	4%	-9%	-14%	9%	-3%	-19%
SMN2 splice enh	-9%	-26%	-16%	-33%[inhibitor]	-2%	14%
ALDH1A1 block	?	?	?	6%	?	?
KDM4E inh	?	?	1%	-10%	-4%	?

43) COc1ccc(NC(=O)COC(=O)Cn2nnc3ccccc32)cc1
44) CCc1nnc(NS(=O)(=O)c2ccc(NC(=O)OC)cc2)s1
45) C(=N\Nc1ccccn1)/c1ccc2c(c1)OCCO2
46) COc1ccc(C)cc1NC(=O)c1cc2cc3ccc(C)cc3nc2o1
47) O=C(/C=C/C=C/c1ccc2c(c1)OCO2)N1CCCCC1
48) O=C(CSc1nnc(CNC(=O)c2cccs2)o1)Nc1cccc(C(F)(F)F)c1

assay / entry	43	44	45	46	47	48
aGal spleen mod	-5%	0%	4%	-16%	2%	4%
GAA inh	-2%	-3%	0%	6%	nt	-4%
GAA spleen mod	nt	-1%	-6%	-11%	4%	-13%
GAA glycogen mod	-3%	0%	?	4%	nt	11%
RGS12 GoLoco inh	-4%	-8%	-5%	5%	126%[activator]	3%
SMN2 splice enh	-2%	-1%	2.5µM*	-7%	14µM*	-51%[inhibitor]
ALDH1A1 block	-9%	11%	-1%	1%	?	4%
KDM4E inh	10%	-3%	-4%	-2%	?	-3%

Individual results from the list:
#43 in ALDH1A1 block is listed with -9%
#48 in aGal spleen mod is listed with 4%
#46 in RGS12 GoLoco inh is listed with 5%

Next results follow:
49) CN(C(=O)Cc1c(C(=O)O)n(C)c2ccccc12)c1ccc(F)cc1
50) COc1cccc(C2CC(c3cccs3)=NN2C(=S)Nc2ccccc2)c1OC (stereo not given)
51) COc1ccc(/C=C2/SC(=O)N(CCNC(=O)C3COc4ccccc4O3)C2=O)cc1 (stereo not given)
52) CC1(c2ccccc2Cl)NC(=O)N(CC(=O)NC(=O)NCc2ccco2)C1=O (stereo not given)
53) O=C1C=C(NCc2ccco2)CCC1

assay / entry	49	50	51	52	53
aGal spleen mod	6%	-3%	-8%	7%	8%
GAA inh	4%	-3%	0%	-3%	-6%
GAA spleen mod	8%	6%	-9%	3%	3%
GAA glycogen mod	4%	-10%	17%	-3%	12%
RGS12 GoLoco inh	2%	12%	-35%	-3%	2%
SMN2 splice enh	nt	-3%	18%	-12%	-11%
ALDH1A1 block	2%	-10%	11%	3%	-3%
KDM4E inh	-26%	-13%	-4%	-3%	3%
